High-throughput results (PubChem)
TAG inh: reduces triacylglycerol accumulation in H9c2 cells; Nile Red lipid (TAG) fluorescence; cells loaded with 200 µM oleic acid; inhibition, % at 12.5 µM; 0.66% of 230,000 active; AID 651582;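 active = pattern-corrected inhibition of lipid staining of at least 50% with the nuclear-stain viability signal not falling by more than 50%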;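 note: 0% = DMSO wells and 100% = triacsin C control wells; some results filed as inactive read as strong as hits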
TAG inh DAPI viability: second read-out of TAG inh, no call of its own (marks repeat the call); DAPI nuclei signal change (viability), lower = more cytotoxic, %;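 whole-well DAPI fluorescence read on a plate reader as a viability signal; minus 50 percent equals half of cells still viable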
* marks the source's active call; other numbers are inactive results.

SMILES | TAG inh | TAG inh DAPI viability
COCCOc1cc(NC(=O)CS(=O)(=O)CC(=O)N(C)C)c(Cl)cc1Cl | -18 | -2
Cc1nn(CC(=O)NNC(=O)c2ccccc2F)c([N+](=O)[O-])c1Br | 3 | 0
C=CCNC(=O)C1CC2Cn3c(nc4cc5ccccc5cc43)C2N1C (stereo not given) | 10 | -5
COc1ccc(NC(=O)CN2C(=O)NC(C)(c3ccc4c(c3)OCO4)C2=O)cc1S(N)(=O)=O (stereo not given) | 3 | 2
CCCCCC(=O)Nc1cccc(C2=NOC3(C2)C[C@H](C(N)=O)N(C(=O)COc2ccc(Cl)cc2)C3)c1 (stereo not given in full) | 6 | -4
Cc1ccc(C)c2c1CCCC2=O | -7 | 3
O=C(COC(=O)C12CC3CC(CC(O)(C3)C1)C2)NCCc1ccc(Cl)cc1 | 17 | -9
COC(=O)c1cccc2c(C(=O)O)cc(-c3ccccc3)nc12 | 1 | -10
CCOC(=O)c1nc(C)n(-c2cc(OC)c(Cl)cc2Cl)n1 | -6 | 11
CC(Sc1nnc(C2CC2)n1C1CC1)C(=O)NC1(C#N)CCCCC1 (stereo not given) | -1 | -2
O=C(CCN1C(=O)c2cccc3cccc(c23)C1=O)NC1CCS(=O)(=O)C1 (stereo not given) | -4 | 5
Cc1nc2cc(Nc3ccncc3)ccc2s1 | 5 | 1

Entries of single compounds, quoted from the list.
Cc1ccc(C)c2c1CCCC2=O is listed as TAG inh = -7; TAG inh DAPI viability = 3
CCCCCC(=O)Nc1cccc(C2=NOC3(C2)C[C@H](C(N)=O)N(C(=O)COc2ccc(Cl)cc2)C3)c1 (stereo not given in full) is listed as TAG inh = 6; TAG inh DAPI viability = -4

The list goes on.
SMILES | TAG inh | TAG inh DAPI viability
COC(=O)/C=C1/S/C(=N/NC(=O)c2ccc(Cl)cc2Cl)NC1=O | 7 | 1
NC(=O)c1ccsc1NC(=O)COC(=O)COc1ccc(C=O)cc1 | 1 | 0
CCN(CC)CC(=O)Nc1cccc(S(=O)(=O)N2CCCC2)c1 | 1 | -1
OC(c1cc(Cl)cc(Cl)c1)c1ncc(-c2ccccc2F)[nH]1 (stereo not given) | -17 | -1
Cc1cccc(NC(=S)NCC(c2cccnc2)N2CCOCC2)c1C (stereo not given) | 4 | -2
CC(C)Cn1c(N)c(C(=O)COC(=O)C2Cc3ccccc3CN2S(C)(=O)=O)c(=O)n(C)c1=O (stereo not given) | -24 | 1
CC(=O)COc1ccc2c(C)c(C)c(=O)oc2c1 | 0 | 12
COCOCCn1cc(CN2CCS(=O)(=O)N(Cc3ccc(-c4ccncc4)cc3)C(C(C)C)C2=O)nn1 (stereo not given) | 4 | -1
Cc1ccc(C(CCNC(C)c2cccs2)c2ccco2)cc1 (stereo not given) | 7 | 10
COc1ccc(NC(=O)Nc2cccnc2)cc1 | 5 | -2
CCOc1nc(NC2CCCC2)nc(N2CCC(C)CC2)n1 | 1 | 4
CSc1nnc(SCC(=O)Nc2ccc3[nH]c(=O)[nH]c3c2)s1 | 16 | 7
Cc1cc(Br)cc2c1NC(=O)C2(c1c(C)n(C)n(-c2ccccc2)c1=O)c1c(C)n(C)n(-c2ccccc2)c1=O | 16 | -4
NC(=S)Nc1ccc2cc[nH]c2c1 | 9 | 3
CCCCOc1ccc(C(=O)NCc2ccco2)cc1 | -1 | -7
COc1ccc(OC)c(C2C(C(=O)c3sc(C)nc3C)=C(O)C(=O)N2CCN2CCOCC2)c1 (stereo not given) | 2 | -10
COc1ccc(C(=O)N/C(=C\c2ccc(Cl)cc2)C(=O)NCCN2CCOCC2)cc1 | 4 | 3
COc1ccc(NS(=O)(=O)c2cc(NC(=O)c3nc4nc(C)cc(C)n4n3)ccc2C)cc1 | 9 | -4
Cc1ccccc1CN1N=C(/C=C/c2ccccc2)CCC1=O | 1 | 3
C=CCSc1nc(-c2ccc(OC)cc2)c(C#N)c(=O)n1CC=C | -4 | 5
COc1ccc(NC(=O)NCc2ccco2)cc1OC | -5 | 1
CC(C)n1nc(C(=O)NNC(=O)c2ccncc2)c2ccccc2c1=O | 0 | -7
CC1CC1C(=O)OCC(=O)NCc1ccc(Cl)cc1 (stereo not given) | 1 | 17
COc1ccc(Cc2nc3ccc(C(=O)NCCCSC)cc3o2)cc1OC | 6 | -1
CCc1noc(C)c1C(=O)NNC(=O)c1cc(OC)c(OC)c(OC)c1 | -2 | -2
COc1ccc(C(=O)NCC(=O)OCC(=O)Nc2cc(OC)ccc2OC)cc1 | 4 | -2
O=C(CSc1ccc(-c2cccnc2)nn1)Nc1ccccc1C(F)(F)F | 3 | -8
O=C(CCC(=O)N(CC(=O)NC1CCCCC1)Cc1ccccc1)Nc1ccccn1 | 3 | -2
COc1cccc(C(O)c2ncc(-c3cccc4ccccc34)[nH]2)c1 (stereo not given) | -4 | -5
O=S1(=O)CCS(=O)(=O)C1c1ccccc1 | 7 | -10
COc1ccc(-c2noc(CN(C)C(=O)CCCN3C(=O)[C@H]4CC=CC[C@H]4C3=O)n2)cc1 | -18 | -1
CC(=O)N(Cc1ccc(Br)cc1)c1ccccc1C(=O)O | 1 | -4
COCCNC(=O)c1c[nH]c2cc(OC)c(OC)cc2c1=O | -7 | 0
COCCN1C[C@@H](CO)O[C@@H](n2cnc3c(NCc4ccc(F)cc4)ncnc32)C1 | -13 | -5
COc1ccc(-c2cc(Cl)cc3c(=O)c4ccccc4n(C)c23)cc1F | 13 | -1
CS(=O)(=O)N1CCC2(CC1)OCCN2S(=O)(=O)c1ccccc1 | -3 | 11
COc1ccc([N+](=O)[O-])cc1NC(=O)c1cc(C)c(C)o1 | -6 | 1
Cn1c(C(=O)O)c(CC(=O)Nc2ccccc2F)c2ccccc21 | -15 | 6
CCc1nccn1S(=O)(=O)c1ccc(C)c(C)c1 | -14 | 1
Cc1cccc(C)c1NC(=O)CN(C)C(=O)C(c1ccccc1)c1ccccc1 | 9 | 1
Cn1ccnc1SCC(=O)Nc1cccc(C#N)c1 | 10 | -6
O=C(NC(=O)c1csnn1)Nc1ccccc1Cl | -8 | 0
C/C(=N\NC(=O)c1c(Cl)c(C)nn1C)c1cccc(NC(=O)COc2ccc(Cl)cc2)c1 | -7 | 3
Cc1cc2c(cc1C)NC(=O)CC(c1ccccc1)=N2 | -6 | 1
CCN1C(=O)C2C(c3cccc(F)c3)NC(CC)(C(=O)OC)C2C1=O (stereo not given) | -20 | -4
CCOC(=O)Cn1nc(/C=C/c2ccccc2)ccc1=O | 5 | -1
CCC1(CC)C(=O)N=C2c3ccccc3C(=O)N21 | 0 | 5
Oc1ccc2n[nH]nc2c1 | -10 | 6
Cc1cccc(NC(=O)CSc2nncn2N)c1C | 1 | -6
COc1cc(C(=O)NCc2nnc(SCC(=O)Nc3cc(C)cc(C)c3)o2)cc(OC)c1OC | 5 | 0
O=C(O)CCCC(=O)N1N=C(c2ccccc2)CC1c1ccc2c(c1)OCO2 (stereo not given) | -3 | -5
Cc1nnc(SCC2=C(C(=O)O)N3C(=O)C(NC(=O)Cn4nc(C)c(Cl)c4C)C3SC2)s1 (stereo not given) | 7 | -2
O=[N+]([O-])c1ccc(/C([O-])=C(/C(=S)Nc2ccccc2F)[n+]2ccccc2)cc1 | 6 | -6
O=C(O)CCCCCN1C(=O)C(=O)/C(=C(/O)c2ccccc2)C1c1ccccc1 (stereo not given) | -8 | 6
CCOc1cc(N2CCOCC2)c(OCC)cc1NC(=O)c1oc2ccccc2c1C | 9 | -4
CC1=C(C(=O)Nc2ccccc2)C(c2ccncc2)C(C#N)=C(SCC(=O)NC(C)C)N1 (stereo not given) | -5 | 0
O=C(N/N=C/c1ccc(Cl)s1)c1ccccc1[N+](=O)[O-] | -7 | 2
CCC(Oc1cc(Cl)ccc1Cl)C(=O)NN1C(=O)C2C3CCC(C3=C(C)C)C2C1=O (stereo not given) | 2 | 1
CCc1ccc(OCC(=O)NNC(=O)C2CCN(c3ncnc4sc(C)c(C)c34)CC2)cc1 | 2 | 3
CC(C)C1Cc2c(sc(NC(=S)NC(=O)c3ccccc3)c2C#N)CO1 (stereo not given) | 7 | -12

Additional structures:
SMILES | TAG inh | TAG inh DAPI viability
CCc1ccc(/C(C)=N/NC(=O)CNC(=O)/C=C/c2ccco2)cc1 | 17 | -14
CCN(CC)c1ccc(-n2c(O)c(C=C3N=c4ccccc4=N3)sc2=S)cc1 | 4 | 0
c1ccc(COc2cccc(-c3cc4nc(NCCCn5ccnc5)ccn4n3)c2)cc1 | -7 | 21
Cc1ccsc1C(=O)N1CCCC(N(C)Cc2ccccc2)C1 (stereo not given) | 2 | 4
COc1ccc(-n2c3c(cc(C(=O)N4CCC(C)CC4)c2=O)C(=O)CC(C)(C)C3)cc1 | 2 | -1
O=C(c1ccco1)N1N=C(c2ccco2)CC1c1ccc(Cl)cc1Cl (stereo not given) | -13 | 2
COc1cc(-c2noc(C)c2/C=C/c2ccc(N)cc2)cc(OC)c1OC | 28 | -14
Cc1cc(C)nc(/N=C2\NC(=O)CC(C(=O)O)N2c2ccc(Cl)cc2Cl)n1 (stereo not given) | 9 | 1
N#CC1=C(N)Oc2n[nH]c(-c3cccs3)c2C1C1C=CCCC1 (stereo not given) | -16 | 14
COc1ccc(C(=O)OCc2nc(N)nc(Nc3ccccc3C)n2)cc1OC | -19 | 4
O=C(NCC(c1ccco1)N1CCOCC1)c1ccccc1 (stereo not given) | 0 | 1
CCn1c(=S)sc2c(=O)n(-c3ccccc3)c(=S)[nH]c21 | 145 | -98

Arranged by molar mass (high to low): part of the list above
SMILES | TAG inh | TAG inh DAPI viability
Cc1nnc(SCC2=C(C(=O)O)N3C(=O)C(NC(=O)Cn4nc(C)c(Cl)c4C)C3SC2)s1 (stereo not given) | 7 | -2
COc1cc(C(=O)NCc2nnc(SCC(=O)Nc3cc(C)cc(C)c3)o2)cc(OC)c1OC | 5 | 0
CCc1ccc(OCC(=O)NNC(=O)C2CCN(c3ncnc4sc(C)c(C)c34)CC2)cc1 | 2 | 3
CCC(Oc1cc(Cl)ccc1Cl)C(=O)NN1C(=O)C2C3CCC(C3=C(C)C)C2C1=O (stereo not given) | 2 | 1
CC1=C(C(=O)Nc2ccccc2)C(c2ccncc2)C(C#N)=C(SCC(=O)NC(C)C)N1 (stereo not given) | -5 | 0
c1ccc(COc2cccc(-c3cc4nc(NCCCn5ccnc5)ccn4n3)c2)cc1 | -7 | 21
CCOc1cc(N2CCOCC2)c(OCC)cc1NC(=O)c1oc2ccccc2c1C | 9 | -4
COc1ccc(-n2c3c(cc(C(=O)N4CCC(C)CC4)c2=O)C(=O)CC(C)(C)C3)cc1 | 2 | -1
Cc1cc(C)nc(/N=C2\NC(=O)CC(C(=O)O)N2c2ccc(Cl)cc2Cl)n1 (stereo not given) | 9 | 1
COc1ccc(C(=O)OCc2nc(N)nc(Nc3ccccc3C)n2)cc1OC | -19 | 4
O=C(O)CCCCCN1C(=O)C(=O)/C(=C(/O)c2ccccc2)C1c1ccccc1 (stereo not given) | -8 | 6
CC(C)C1Cc2c(sc(NC(=S)NC(=O)c3ccccc3)c2C#N)CO1 (stereo not given) | 7 | -12
O=C(O)CCCC(=O)N1N=C(c2ccccc2)CC1c1ccc2c(c1)OCO2 (stereo not given) | -3 | -5
O=C(c1ccco1)N1N=C(c2ccco2)CC1c1ccc(Cl)cc1Cl (stereo not given) | -13 | 2
COc1cc(-c2noc(C)c2/C=C/c2ccc(N)cc2)cc(OC)c1OC | 28 | -14
CCc1ccc(/C(C)=N/NC(=O)CNC(=O)/C=C/c2ccco2)cc1 | 17 | -14
Cc1ccsc1C(=O)N1CCCC(N(C)Cc2ccccc2)C1 (stereo not given) | 2 | 4
CCn1c(=S)sc2c(=O)n(-c3ccccc3)c(=S)[nH]c21 | 145 | -98
O=C(N/N=C/c1ccc(Cl)s1)c1ccccc1[N+](=O)[O-] | -7 | 2
O=C(NCC(c1ccco1)N1CCOCC1)c1ccccc1 (stereo not given) | 0 | 1
Cc1cccc(NC(=O)CSc2nncn2N)c1C | 1 | -6
CCC1(CC)C(=O)N=C2c3ccccc3C(=O)N21 | 0 | 5
Oc1ccc2n[nH]nc2c1 | -10 | 6

Continuation.
SMILES | TAG inh | TAG inh DAPI viability
CCN(CC)c1ccc(C(=O)NN)cc1 | 10 | 0
O=C(O)c1ccccc1C(=O)N(Cc1ccccc1)Cc1ccccc1 | 12 | -7
Cc1nc2ccccn2c1C(=O)Nc1ccc2c(c1)OCCO2 | -5 | 9
Cc1ccc(Oc2ccc(NS(=O)(=O)c3cccc(C(=O)O)c3)cc2)cc1 | 4 | -4
CCCCNC(=S)Nc1ccc(F)cc1 | -10 | 11
CSc1nnc2c3ccccc3n(CCc3ccccc3)c2n1 | 25 | -9
CCN(CCNC(=O)C1CCN(S(=O)(=O)c2cccc3nsnc23)CC1)c1ccccc1 | 15 | -10
CCC(=S)/C=C1\Sc2ccccc2N1CCCS(=O)(=O)O | -11 | 1
O=C(CN1CCOCC1)N1CCN(c2nnc(-c3ccccc3)c3ccccc23)CC1 | -4 | 4
COc1ccc(-c2nc(SC(C)C(=O)Nc3ccc(NC(C)=O)cc3)n[nH]2)cc1 (stereo not given) | 8 | 5
O=C(/C=C/c1cccc(F)c1)Nc1nccs1 | -9 | 6
NC(=O)C[N+]1(CC#CC(O)(c2ccccc2)c2ccccc2)CCCC1 | 0 | -3

These rows are one share of the data; the hit share may differ from the screen's.
